Bioassay records: PubChem, Broad Institute
PGC1a acetyl inh: lowers PGC1a acetylation signal in U2OS cells. AlphaScreen anti-acetyl-lysine; with virally co-expressed GCN5 acetyltransferase. inhibition, % at 15.6 µM. hit rate 0.17% among 350,000;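 active means every replicate shows inhibition of at least 40%; inconclusive means mean inhibition at least 40% but some replicate below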;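 further: 0% = neutral control wells and 100% = positive control wells; some results beyond the cut were filed as inactive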
PglD DTNB: blocks C. jejuni PglD acetyltransferase activity; AID 602405; purified PglD enzyme, DTNB colorimetric CoA detection; hit rate 0.098% among 360,000; inhibition, % at 12.5 µM; in the data active means inhibition above about 16%, passing the limit was not always enough; inconclusive means no clear call, values can overlap the other calls; further: strong numbers were not always called active
Statin myotox sup: suppression of simvastatin myotoxicity; C2C12 myotubes + simvastatin, ATP luminescence, 48 h; scaled: DMSO 0, geranylgeraniol control 100; rescue of ATP level, % at 7.49 µM; hit rate 0.78% among 330,000; AID 602340;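 active means mean ATP rescue above about 67%, or every replicate alone reaching that limit, limit read from the data, passing the limit was not always enough; inconclusive means no clear call, values can overlap the other calls; inactive means mean under the limit and some replicate under it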;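 further: myotubes were challenged with 10 µM simvastatin during compound exposure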
GSIS activator: primary screen for activators of insulin secretion dependent on glucose, INS-1E cells, GLuc reporter luminescence; INS-1E GLuc reporter insulin secretion, 2-3 h; activation, % at 16.6 µM; hit rate 0.61% among 370,000;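 active means lowest replicate activation of at least 40%, so every replicate reaches that level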;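 further: 0% = median of neutral control wells and 100% = median of IBMX positive control wells; some compounds called inactive have numbers as strong as hits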
CFTR F508del cor: correctors of CFTR F508del function in bronchial epithelial cells; CFBE cells, YFP halide quenching; stimulated with forskolin plus potentiator P3; % fluorescence drop versus neutral controls; activity (quench increase), % at 7.58 µM; hit rate 0.36% among 350,000; AID 720511;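 active means mean added fluorescence quench of at least 8% versus neutral control, with both replicates also reaching 8%; inconclusive means only one of the mean or replicate conditions met; inactive means mean below 8% and not both replicates reaching 8%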;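 further: cells transiently co-express mutant CFTR-F508del with the halide-sensitive YFP; corrector assay measuring rescue of mutant channel to the surface after 24 h compound exposure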
Cneo AK release: Cryptococcus neoformans lysis via adenylate kinase release; lysis activity, % at 15 µM; AID 651654; hit rate 0.2% among 360,000; C. neoformans lysis, adenylate kinase release luminescence, 4 h; normalised: neutral wells 0, clomiphene wells 100;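 active means mean lysis activity across replicates of at least 80%, whatever share of replicates individually reach that level; inactive means mean lysis activity below 80%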
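Schedule: static 4 h at 37 °C with compound, 1 h detection; system: C. neoformans cells; benchmarks: Clomiphene as positive control; buffer or medium: fresh YPD medium; measure: luminescence rise reflecting yeast cell lysis; measured by: luminescent adenylate kinase detection reagent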
miR122 inh: blocks miR-122 activity in Huh7 sensor cells | hit rate 0.3% among 340,000 | activation (reporter increase), % at 12.5 µM | Huh7 miR-122 Renilla luciferase sensor, 48 h; neutral wells = 0, positive control = 100;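 active means mean replicate activation score at least 90 and every replicate individually at or above 90; inconclusive means only one of the two criteria met; inactive means neither criterion met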;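 further: higher luciferase means less miR-122 activity so hits act as miR-122 inhibitors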
FN deposition inh: fibronectin deposition inhibition; AH1F fibroblasts, Alexa488-fibronectin deposition fluorescence, overnight; inhibition, % at 12.6 µM; hit rate 0.086% among 350,000; AID 743247;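 active means mean inhibition across replicates of 30% or more, regardless of how many single replicates reach that level; inconclusive means mean under 30% yet at least half of replicates reach 30%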;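 further: positive control wells lacked labelled fibronectin entirely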
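test system = AH1F fibroblasts assembling fluorescent fibronectin matrix | quantity = 10000 AH1F cells per well | buffer or medium = DMEM plus 2% serum, read in PBS | doses = single dose, pinned | incubation = 1 h cell attachment, overnight exposure to compound and label | detection = fluorescence at 485 nm excitation, 525 nm emission | read-out basis = inhibition from reduced deposited-fibronectin fluorescence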
* marks the source's active call; other numbers are inactive results; ? = inconclusive; · = no result given; [ ] = remark or other dose.

Start of the data: the first two compounds (preview)
SMILES	PGC1a acetyl inh	PglD DTNB	Statin myotox sup	GSIS activator	CFTR F508del cor	Cneo AK release	miR122 inh	FN deposition inh
CSc1ncccc1C(=O)OCc1ccc([N+](=O)[O-])cc1	5	2	-1	20	1.5	3	-1	6
CCN(C(=O)COc1ccc2ccc(=O)oc2c1)C1CCCCC1	-4	-2	7	18	18*	-3	·	·

All compounds of this part, repeating the preview:
SMILES	PGC1a acetyl inh	PglD DTNB	Statin myotox sup	GSIS activator	CFTR F508del cor	Cneo AK release	miR122 inh	FN deposition inh
CSc1ncccc1C(=O)OCc1ccc([N+](=O)[O-])cc1	5	2	-1	20	1.5	3	-1	6
CCN(C(=O)COc1ccc2ccc(=O)oc2c1)C1CCCCC1	-4	-2	7	18	18*	-3	·	·
Cc1cccc(CNc2ccc(S(=O)(=O)N3CCCCC3)cc2)c1	-11	3	12	21	1.2	3	84	1
CCCCN1C(=O)C(CC(=O)NC2CCCC2)CC(C(=O)N(C(C)C)C(C)C)=C1C (stereo unspecified)	9	-1	-3	3	3.1	5	1	·
CC(C)OC(=O)CSc1nc2ncc(Cl)cc2[nH]1	-6	-3	16	·	·	-6	3	-6
O=C(c1ccc(S(=O)(=O)N2CCOCC2)cc1)N1CCN(S(=O)(=O)c2ccc(Cl)s2)CC1	4	6	-8	-20	-0.5	-4	-2	7
COc1ccc(Cc2noc(-c3ccc(C)cc3)n2)cc1	-8	-3	0	·	·	0	-6	-5
O=C(COc1cccnc1[N+](=O)[O-])NCCc1ccc(Cl)cc1	?	-4	·	7	-0.7	0	·	-4
COc1ccc(S(=O)(=O)n2c(CCN3CCOCC3)nc3ccccc32)cc1	-8	-1	13	·	·	3	6	-13
O=S(=O)(NC(=S)c1ccccc1)c1ccc(Cl)cc1	4	-4	9	7	-2.2	0	11	2
Cc1ccc(N2C(=O)CC(Sc3nc(C)cc(C)n3)C2=O)cc1 (stereo unspecified)	-21	2	-4	-6	3.5	-6	-8	0
N#Cc1sc2nc(-c3cccs3)cc(-c3ccccc3)c2c1N	-3	-4	23	5	0.4	-2	5	·
Cc1csc(SCC(=O)NC(=O)c2ccccc2)n1	·	-3	-3	10	2.0	1	0	11
O=C(CN1CCN(C2CCCCC2)CC1)Nc1ccccc1-c1ccccc1	-22	-5	50	·	·	-1	-2	·
CCOc1ccc(Br)cc1S(=O)(=O)N1CCC(C(N)=O)CC1	-2	-4	0	3	3.5	5	18	2
Cc1ccc(N(C(=O)Cn2nnc(-c3ccccc3F)n2)C(C(=O)NC2CCCC2)c2ccncc2)cc1 (stereo unspecified)	·	4	37	11	0.1	7	·	-5
CNC(=O)C[C@H]1CC[C@H]2[C@@H](COc3ccc(NC(=O)Nc4ccc(C#N)cc4)cc3C(=O)N2C)O1	7	2	-16	-3	3.8	-2	0[16.7 µM]	3
CN(C)C(=O)c1cccc(-c2ccccc2[C@H]2[C@@H](C#N)N(C(=O)C3CCC3)[C@H]2CO)c1	-3	·	·	6	-0.3	·	·	-13
COC(=O)C1(CCSC)NC(c2ccccc2OC)C2C(=O)N(C)C(=O)C21 (stereo unspecified)	11	·	-9	·	·	·	-2	-25
CCn1c(SCC(=O)N2CCOCC2)nnc1-c1ccco1	-5	0	·	2	-0.3	0	-4	-2
CC1=C(C(=O)N(C(C)C)C(C)C)CC(CC(=O)NCCCN(C)C)C(=O)N1Cc1ccccc1 (stereo unspecified)	2	0	1	1	0.7	0	-2	1
COc1cc2c(cc1OC)CN(Cc1ccc(OC)c(C)c1OC)CC2	2	-3	-15	·	·	1	-12	-4
Cc1nc2ccccc2c(=O)n1C1CCCCCC1	-11	-2	-9	·	·	-1	-11	·
CC(C)C(=O)N(Cc1cc2ccccc2[nH]c1=O)C(C)(C)C	-18	0	-3	·	·	3	-5	·
O=C(COC(=O)c1cccc(Cl)c1Cl)NC1CCCCCC1	9	1	2	·	·	-1	-11	-9
COc1cccc(CNc2cc(CSc3ccc(Cl)cc3)nc(C)n2)c1	-1	-1	-4	·	·	-1	0	·
CCCC#Cc1ccc2c(c1)O[C@H](CN(C)C(=O)C1CCC1)[C@H](C)CN([C@H](C)CO)S2(=O)=O	-12	-5	-8	-11	-7.3	0	0[16.7 µM]	-10
COc1ccc(NC(=O)Nc2ccc3c(c2)CC(=O)N([C@H](C)CO)C[C@H](C)[C@H](CN(C)Cc2ccc4c(c2)OCO4)O3)cc1	0	8	-6	-6	2.0	3	-3[16.7 µM]	·
O=C(NC1C=CS(=O)(=O)C1)c1sc2ccccc2c1Cl (stereo unspecified)	-15	-2	18	·	·	-1	·	·
COC(=O)c1cccc(NC(=O)c2cccnc2C(=O)O)c1C	10	0	2	-1	-1.8	-2	-10	-1
CC(=O)N1CCN(Cc2cc(=O)oc3ccc4ccccc4c23)CC1	-2	8	6	23	0.9	1	-6	18
O=C(/C=C/c1cccc(F)c1)OCC(=O)N1CCCC1	-4	-3	-4	-12	1.1	-1	-14	0
C[C@H]1CN([C@@H](C)CO)C(=O)Cc2cc(NC(=O)C3CCCCC3)ccc2O[C@H]1CN(C)S(=O)(=O)c1ccccc1	2	3	-11	-3	-0.5	13	4[16.7 µM]	·
O=C(CSc1ncn[nH]1)N1c2ccccc2Sc2ccccc21	·	·	6	-13	1.0	·	0	2
Cn1c(CN2CCN(S(C)(=O)=O)CC2)nc2cc([N+](=O)[O-])ccc21	-1	-5	-15	9	-0.7	-1	·	4
Cc1ccc(N/C(N)=N/c2nc3c(c(=O)[nH]2)CCCC3)c(C)c1	5	-1	-30	3	·	-1	·	4
CO[C@@H]1CN(C)C(=O)c2cc(NC(=O)C3CC3)ccc2OC[C@H](C)N(C(=O)c2ccccn2)C[C@H]1C	25	·	7	7	1.1	·	-9[16.7 µM]	-10
CCOC(=O)c1nc(Nc2ccc(N3CCOCC3)cc2)c2ccccc2n1	2	-2	4	9	-2.8	0	·	4
CCc1cccc(N(CC(=O)NC2CCCCC2)C(=O)c2csnn2)c1	-2	1	6	9	-2.3	0	-4	-1
O=C(Oc1c(-c2ccccc2)c(=O)n2c3c(cccc13)CC2)c1cccc([N+](=O)[O-])c1	8	2	10	·	-1.4	3	6	1
CCc1nc2c(OCCn3cccc3)cccn2c1N(C)C(=O)C1CC1	1	3	-6	·	1.8	-2	-4	-5
CC[C@@H](C)[C@@H]1CN([C@@H](CN2CCC[C@H]2CN2C(N)=NC[C@H]2CC(C)C)C(C)C)C(=N)N1CCc1ccc(Cl)c(Cl)c1	11	3	1	12	-3.4	-4	-3	2
Cc1cccc(S(=O)(=O)N2CC[C@H]3[C@@H](CO)N(C)c4ccc(Br)cc4[C@H]32)c1	-2	3	55	13	2.9	-11	-2[16.7 µM]	4
CCOC(=O)c1ccc(NC(=O)Nc2ccc(F)cc2)cc1	?	-2	·	·	·	-3	-11	-4
CC(C)[C@H](NC(N)=O)C(=O)Nc1ccc(Oc2ccccc2)cc1	-21	·	-1	-8	1.8	·	-2	3

A second format for part of the listing above:
CC[C@@H](C)[C@@H]1CN([C@@H](CN2CCC[C@H]2CN2C(N)=NC[C@H]2CC(C)C)C(C)C)C(=N)N1CCc1ccc(Cl)c(Cl)c1
  PGC1a acetyl inh: 11 | PglD DTNB: 3 | Statin myotox sup: 1 | GSIS activator: 12 | CFTR F508del cor: -3.4 | Cneo AK release: -4 | miR122 inh: -3 | FN deposition inh: 2

CCOC(=O)c1ccc(NC(=O)Nc2ccc(F)cc2)cc1
  PGC1a acetyl inh: ? | PglD DTNB: -2 | Statin myotox sup: · | GSIS activator: · | CFTR F508del cor: · | Cneo AK release: -3 | miR122 inh: -11 | FN deposition inh: -4

Cc1cccc(S(=O)(=O)N2CC[C@H]3[C@@H](CO)N(C)c4ccc(Br)cc4[C@H]32)c1
  PGC1a acetyl inh: -2 | PglD DTNB: 3 | Statin myotox sup: 55 | GSIS activator: 13 | CFTR F508del cor: 2.9 | Cneo AK release: -11 | miR122 inh: -2[16.7 µM] | FN deposition inh: 4

CCc1nc2c(OCCn3cccc3)cccn2c1N(C)C(=O)C1CC1
  PGC1a acetyl inh: 1 | PglD DTNB: 3 | Statin myotox sup: -6 | GSIS activator: · | CFTR F508del cor: 1.8 | Cneo AK release: -2 | miR122 inh: -4 | FN deposition inh: -5

Additional results follow:
SMILES	PGC1a acetyl inh	PglD DTNB	Statin myotox sup	GSIS activator	CFTR F508del cor	Cneo AK release	miR122 inh	FN deposition inh
CC(C)NC(=O)N(C)C[C@H]1Oc2ccc(NC(=O)Nc3cccc4ccccc34)cc2C(=O)N([C@H](C)CO)C[C@@H]1C	4	1	26	-5	0.0	-1	-6[16.7 µM]	·
C[C@@H]1CN([C@@H](C)CO)C(=O)c2cc(N(C)C)ccc2O[C@@H]1CN(C)Cc1ccc(Cl)c(Cl)c1	-10	3	34	-26	-1.6	-5	2[16.7 µM]	-9
NC(=O)C1CCN(C(=O)c2ccc(-c3ccccc3)cc2)CC1	-5	6	-13	·	·	0	-11	·
Cc1nn(Cc2ccccc2)c(Cl)c1C(=O)OCC#N	·	3	1	23	-0.5	-2	-3	-12
CCCN1Cc2cccc(C(=O)Nc3ccc(OC)c(OC)c3)c2C1=O	6	-3	-16	15	2.1	4	-20	-2
COc1ccc(C#Cc2ccc([C@H]3[C@@H](CO)N4CCCCN(Cc5ccncc5)C[C@H]34)cc2)cc1	2	7	9	-19	-0.4	11	-13[16.7 µM]	·
C[C@@H]1CN([C@H](C)CO)C(=O)CCCn2cc(nn2)CO[C@@H]1CN(C)C(=O)Nc1ccc2c(c1)OCO2	-1	·	-4	13	0.3	·	3[16.7 µM]	-1
CCOCCCn1c(=O)c2ccccc2n2c(=S)[nH]nc12	·	-2	-22	18	-0.9	-5	-5	-5
CCOCCCNC(=O)C1CCC(CNS(=O)(=O)c2cccc3nsnc23)CC1 (stereo unspecified)	·	0	5	·	·	-1	0	4
CCNC(=O)C[C@H]1C=C[C@@H](NS(=O)(=O)c2ccc(C)cc2)[C@@H](CO)O1	-6	0	-7	1	-0.2	0	·	-9
Cn1ccnc1SC(=O)N1c2ccccc2Sc2ccccc21	-25	0	36	38	·	0	4	·
COc1ccc(/C=C/C(=O)c2ccc[nH]2)c(OC)c1OC	·	-5	·	·	·	-35	-32	-3
Cc1ccc(C(=O)NCC(=O)NCC(c2ccco2)N2CCCCC2)cc1C (stereo unspecified)	·	-1	-6	4	-2.8	2	-1	1
COc1ccc(CSc2nc3nc(C)cc(C)n3n2)cc1F	6	-3	48	10	0.5	-1	-9	-1
COc1ccc2c(c1)[nH]c1c(=O)n(Cc3ccccn3)cnc12	0	-5	·	-17	·	-3	3	-7
COc1ccc(/C=C(/C#N)C(=O)Nc2cc(C)ccc2C)cc1C(=O)O	-9	5	-12	·	·	0	-8	·
CO[C@@H]1CN(C)C(=O)c2ccc(NS(C)(=O)=O)cc2OC[C@H](C)N(Cc2ccccc2)C[C@H]1C	6	-1	4	-11	1.6	-13	·	·
COc1cccc2cc(C(=O)OCC(=O)NCc3ccc4c(c3)OCO4)c(=O)oc12	9	·	·	-5	0.1	·	·	-5
